H37Rv inhibition = M. tuberculosis growth inhibition, HTS (AID 449762); M. tuberculosis H37Rv growth inhibition, 7H9 media; higher % means a stronger effect; inhibition, % at 25 µM, or IC50 in µM where a hit was titrated; 330,000 compounds, 0.59% hits; in the data active = a potency from the dose series; inconclusive = inhibition above about 70% without an active follow-up result;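 also: bacterial growth assessed after seven days of incubation; strong numbers were not always called active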
VEEV TC-83 Vero = inhibitors of VEEV TC-83 cytopathic effect, confirmation, Vero cells (AID 588727) | Vero cells, VEEV TC-83 cytopathic effect inhibition; higher % means a stronger effect | one-dose inhibition, % at 20 µM; IC50 in µM for titrated hits | 350,000 compounds, 0.13% hits; in the data active = a potency from the dose series; inconclusive = inhibition mostly from about 14% at the one dose, without a potency; inactive = the rest, 99 in 100 with inhibition below about 12%; also: strong numbers were not always called active
tuberculosis growth = growth inhibition of non-replicating M. tuberculosis (AID 488890); Mycobacterium tuberculosis non-replicating, growth inhibition; higher % means a stronger effect; one-dose inhibition, % at 25 µM; IC50 in µM for titrated hits; 320,000 compounds, 0.39% hits; in the data active = a potency from the dose series; inconclusive = inhibition mostly from about 82% at the one dose, without a potency; inactive = the rest, 99 in 100 with inhibition below about 76%;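 also: plate controls were DMSO cells for no effect and high antibiotic wells for full effect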
H1N1 NS1A inhibition = H1N1 influenza NS1A inhibitors, functional cell based assay (AID 504329); NS1A functional cell-based assay, percent inhibition; higher % means a stronger effect; one-dose inhibition, % at 12.5 µM; IC50 in µM for titrated hits; 340,000 compounds, 0.3% hits; in the data active = a potency from the dose series; inconclusive = inhibition above about 27% without an active follow-up result; also: strong numbers were not always called active
PhoP GFP inhibition = PhoP regulon inhibitors, Salmonella typhi PhoP promoter GFP reporter, confirmatory (AID 1850); 310,000 compounds, 0.33% hits; one-dose inhibition, % at 50 µM; IC50 in µM for titrated hits; Salmonella Typhi PhoP-promoter GFP reporter, fluorescence, 4 h; higher % means a stronger effect; in the data active = a potency from the dose series; inconclusive = inhibition mostly from about 25% at the one dose, without a potency; inactive = the rest, 99 in 100 with inhibition below about 19%;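 also: 0% = induced wells with vehicle and 100% = uninduced wells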
VEEV TC-83 Vero 10K pilot screen = second read-out of VEEV TC-83 Vero, no call of its own (marks repeat the call); inhibition, %; measured here: 10K pilot screen inhibition
Numbers without * were called inactive; i = inactive; ? = inconclusive; / = not tested or not shown. Random draw from the library. Share with any hit: about 1.4%.

SMILES | H37Rv inhibition | VEEV TC-83 Vero | tuberculosis growth | H1N1 NS1A inhibition | PhoP GFP inhibition | others
O=[N+]([O-])c1cccc(COc2cccc(CN3CCCC3)c2)c1 | / | i | / | -2.6% | /
CCn1nc(C)c(Br)c1-c1nc(-c2ccc(C)cc2)no1 | 6.2% | 0.5% | 15.2% | / | 2.6%
O=C(C1CCC1)N1CCC(O)(c2cccc(F)c2)CC1 | -1.3% | i | 0.2% | -2.6% | 7.9%
CC(=O)c1ccc(N2CCN(C(=O)c3ccco3)CC2)c(F)c1 | 6.6% | 1.7% | 28.5% | -2.4% | -0.6%
COc1ccc(N(CC(=O)NCc2ccc3c(c2)OCO3)S(=O)(=O)c2ccccc2[N+](=O)[O-])c(OC)c1 | -6.4% | 7.6% | 12.5% | -3.2% | 4.9%
Cc1cccc(-c2ncc(CN3CCC(CO)(CCCc4ccccc4)CC3)cn2)c1 | 44.1µM* | 0.3% | 21.8% | -1.3% | 9.9%
CCN(CC)c1ccc(C=Nc2ccc(N(C)C)cc2)c(O)c1 | -9.1% | 7.8% | 18.1% | 14.7% | 0.1%
O=C(N/N=C/c1cccnc1)c1ccc2c(c1)OCO2 | 4.2% | 0.8% | -5.8% | -21.4% | -6.2%
O=C(COc1ccc(Cl)cc1)N1CCN(c2ccc([N+](=O)[O-])c(N3CCCCC3)c2)CC1 | -3.9% | 4.0% | 10.1% | 10.9% | -3.3%
CC(=O)OCC(OC(C)=O)C(OC(C)=O)C(OC(C)=O)C(=O)Nc1ccccc1C (stereo not given) | -0.6% | 3.5% | -9.5% | -93.4% | -0.6%
COc1ccc(C)cc1S(=O)(=O)N(C)CC(=O)NC1CCCCCC1 | -8.7% | 2.2% | 4.9% | 2.3% | -1.4%
COc1cc(OC)cc(C(=O)NCCCNC(=O)c2ccccn2)c1 | -1.9% | 2.6% | -7.3% | -3.8% | -7.0%
COc1ccc(NC(=O)CN2CCOCC2)cc1 | 6.9% | 1.1% | -0.1% | -1.4% | 4.5%
COc1cc(/C=N/NC(=O)c2nc(C)cc(C)n2)ccc1O | 1.4% | 1.6% | -2.4% | 2.3% | -0.4%
O=C(CSc1nnc(Cc2ccccc2)n1C1CCCCC1)N1CCOCC1 | -6.4% | 2.3% | 18.1% | 5.8% | 0.7%
Cc1cc2cc(CN(Cc3ccc4c(c3)OCO4)Cc3nnnn3C3CCCC3)c(=O)[nH]c2cc1C | 12.1% | ? | 0.0% | -11.4% | -7.8%
COC(=O)c1ccc(=O)n(CC(=O)c2ccc(Cl)cc2)c1 | 5.4% | 1.1% | 8.0% | -0.6% | -0.1%
COC(=O)Cc1ccc(NC(=S)NCCO)cc1 | 12.8% | 1.0% | 2.2% | -24.7% | -0.1%
CNc1ncc(C(=O)C(C)(C)C)s1 | -4.4% | 0.3% | 3.5% | -17.2% | 2.8%
CCOC(=O)C1C(c2ccccc2)C(C(=O)OCC)C1c1ccccc1 (stereo not given) | 3.8% | 1.5% | -8.3% | -2.6% | 8.7%
O=C(Nc1ccc2c(c1)CCC2)c1cccc(OC(F)F)c1 | -7.6% | 2.1% | 20.9% | / | -1.4%
CC(C)Oc1ccc(CN2CCC(n3nccc3NC(=O)c3cccnc3)CC2)cc1 | 3.0% | 4.2% | 43.8% | 8.1% | 0.3%
COCCNC(=O)c1ccccc1-c1nc(-c2ccccc2Cl)no1 | -1.8% | 2.6% | -5.1% | -3.7% | 3.3%
CN(C(=O)C1CCOC1)c1nnc(-c2cccnc2)s1 (stereo not given) | -0.9% | 0.7% | -3.6% | -9.1% | -2.3%
CCOC(=O)C1CCCCN1C(=O)/C(=C/c1ccc(OC)cc1)c1ccc(OC)c(OC)c1 (stereo not given) | -1.0% | 0.6% | 18.2% | -3.8% | / | VEEV TC-83 Vero 10K pilot screen=4.0
Cc1ccnc(NC(=O)Nc2ccc3c(c2)OCO3)c1 | -6.6% | 1.4% | -0.5% | -3.0% | -5.8%
CC(C)(C)NC(=O)COC(=O)c1ccc(NC(=O)CC#N)cc1 | -2.8% | 1.6% | 1.1% | -11.0% | -1.1%
O=c1c2ccccc2nc(/C=C/c2ccc(Br)cc2)n1CCCO | 0.8% | 12.0% | -2.7% | -4.0% | -2.7%
Cn1nnnc1SCC(=O)NNC(=O)c1ccc(Br)cc1 | 6.0% | 0.9% | 2.1% | 1.4% | 8.7%
Nc1ccccc1C(=O)NNC(=O)C(=O)/C=C(\O)c1ccccc1 | 63.8% | 0.7% | ? | / | 3.1%
O=C(CCCN1C(=O)C2CC=CCC2C1=O)Nc1ccccc1Cl (stereo not given) | 3.0% | 3.0% | 11.2% | -9.2% | -6.8%
Cc1ccc(NC(=O)c2ccccc2NS(=O)(=O)c2ccc(Cl)s2)cc1 | 1.1% | 0.8% | 68.2% | -2.0% | 2.7%
CC(OC(=O)Cn1cnc2c1c(=O)n(C)c(=O)n2C)C(=O)NC1(C#N)CCCCC1 (stereo not given) | / | 1.1% | / | -11.1% | /
CCC(C)Nc1nc(N)c([N+](=O)[O-])c(Nc2ccccc2OC)n1 (stereo not given) | 19.6% | 13.0% | 36.7% | 15.8% | -6.7%
COc1ccc(C)cc1S(=O)(=O)N1CC(C)OC(C)C1 (stereo not given) | -6.4% | i | -4.5% | 3.7% | 9.7%
O=C(N/N=C/c1ccc2nccnc2c1)c1cccc([N+](=O)[O-])c1 | 6.8% | 1.7% | / | -3.1% | -0.8%
CCCCN(C(=O)CNC(=O)c1ccco1)C(C(=O)NC1CCCC1)c1ccc(OC)cc1 (stereo not given) | -8.1% | 2.0% | 11.1% | -11.6% | -6.5%
CC(Sc1nncn1C)C(=O)Nc1nnc(C(C)C)s1 (stereo not given) | -12.0% | 0.2% | -5.4% | -6.0% | 6.7%
C[C@H]1CCC(=O)N([C@H](CSc2ccc(Br)cc2)Cc2ccccc2)CC1 | -4.6% | i | 2.8% | 9.7% | /
O=C1N(Cc2cccc(Cl)c2)C[C@@H]2C[C@@H](c3c[nH]c4ccccc34)N3CCC[C@@]123 | 22.5% | 3.3% | 50.8% | -0.8% | 8.0%
COc1cc([N+](=O)[O-])ccc1NC(=O)NCc1ccccn1 | -27.8% | 8.0% | 19.1% | -5.1% | -12.3%
Cc1ccc(-n2c(C)c(C)c3c(NCCCO)ncnc32)cc1 | 7.9% | 2.9% | -3.6% | -7.0% | 6.8%
CSc1ccc(CN2CCC(n3nccc3NC(=O)c3ccccc3C)CC2)cc1 | 2.8% | 0.5% | 25.0% | -3.8% | 7.6%
O=c1oc2ccccc2c(O)c1/C=N/c1ncccn1 | 4.3% | i | 28.9% | -12.6% | 5.8%
O=C(NCc1ccc(F)cc1)C(c1ccccc1)N(C(=O)c1csnn1)C1CCCC1 (stereo not given) | -0.3% | 0.7% | 13.9% | -14.6% | 6.6%

Looked up by compound from the entries so far, four records:
SMILES | H37Rv inhibition | VEEV TC-83 Vero | tuberculosis growth | H1N1 NS1A inhibition | PhoP GFP inhibition | others
Cc1ccc(-n2c(C)c(C)c3c(NCCCO)ncnc32)cc1 | 7.9% | 2.9% | -3.6% | -7.0% | 6.8%
COc1ccc(C)cc1S(=O)(=O)N1CC(C)OC(C)C1 (stereo not given) | -6.4% | i | -4.5% | 3.7% | 9.7%
O=C(NCc1ccc(F)cc1)C(c1ccccc1)N(C(=O)c1csnn1)C1CCCC1 (stereo not given) | -0.3% | 0.7% | 13.9% | -14.6% | 6.6%
O=C(N/N=C/c1ccc2nccnc2c1)c1cccc([N+](=O)[O-])c1 | 6.8% | 1.7% | / | -3.1% | -0.8%

(more compounds)
SMILES | H37Rv inhibition | VEEV TC-83 Vero | tuberculosis growth | H1N1 NS1A inhibition | PhoP GFP inhibition | others
Cc1cccc(OCCCC(=O)Nc2nccs2)c1 | -4.1% | i | -17.4% | 0.7% | -9.7%
O=C(CNC(=O)c1cnccc1C(F)(F)F)c1cccc(Cl)c1 | -2.5% | 0.7% | -9.3% | -6.5% | 1.7%
Cc1ccnc2nc(C(=O)OCC(=O)Nc3ccc([N+](=O)[O-])cc3Br)nn12 | -3.7% | 2.8% | -4.0% | -13.8% | /
Cc1ccc(C(CNS(=O)(=O)c2ccc([N+](=O)[O-])cc2)N2CCN(C)CC2)cc1 (stereo not given) | -6.7% | i | -11.4% | 5.5% | 4.7%
Cc1cccc(CCNS(=O)(=O)c2ccc(S(=O)(=O)N3CCCCC3)cc2)c1 | -7.3% | i | -2.6% | 16.3% | 12.0%
CN1C(c2ccc(F)cc2)=CS/C1=C(/C#N)c1nnc2n1-c1ccccc1SC2 | / | 10.7% | / | -22.3% | /
CC(NC(=O)c1ccncc1)c1ccc(Cl)cc1Cl (stereo not given) | -0.8% | 0.3% | 16.6% | -5.2% | -1.2%
CC1CC(C)CN(S(=O)(=O)c2ccc3c(c2)oc(=O)n3CC(=O)NCc2cccnc2)C1 (stereo not given) | 1.0% | 0.8% | 20.5% | -9.8% | 3.0%
CC(C)NC(=O)c1cc2cc([N+](=O)[O-])ccc2s1 | 1.2% | i | -3.4% | 1.2% | -4.3%
CC1(C)Cc2c(cnn2-c2ccccc2)C(=O)/C1=N\NC(=O)c1ccccc1N | 2.3% | 0.6% | -0.2% | -1.9% | 17.6%
CCN1CCN(C(c2cccs2)C(C)NC(=O)C(C)C)CC1 (stereo not given) | -4.4% | i | 4.3% | 2.8% | 7.7% | VEEV TC-83 Vero 10K pilot screen=0.8
CCN1C(=O)C2(SC(NC(C)=O)=NN2C(C)=O)c2cc(C)cc(C)c21 (stereo not given) | 1.9% | 0.8% | 26.1% | -9.0% | -5.3%
Cc1nn2c([nH]c(=O)c3ccccc32)c1C=O | -10.8% | 3.3% | -3.6% | -1.8% | -9.6%
O=C(N/C(=C/c1cccs1)C(=O)N1CCCCCC1)c1ccccc1 | -4.3% | 4.5% | 18.6% | 8.8% | -5.3%
Cc1ccc(C)c(CNS(=O)(=O)c2c(C(=O)N3CCCC3)c(C)n(C)c2C)c1 | 1.4% | 0.4% | -4.2% | -5.7% | -20.2%
O=C(/C=C/c1ccccc1[N+](=O)[O-])NCC1CCCO1 (stereo not given) | -2.5% | 0.3% | 17.6% | -7.0% | -5.7%
COCCNC(=S)N/N=C/c1ccccc1C(=O)O | -6.6% | 0.1% | -6.2% | 20.3% | 2.2%
O=C1CCC(C(=O)NCc2cccnc2)N1 (stereo not given) | 5.1% | 3.8% | -6.6% | 16.5% | -8.5% | VEEV TC-83 Vero 10K pilot screen=0.8
O=S(=O)(CCN1C=CC(C(F)(F)F)=NCC1)c1ccc(F)cc1 | -2.3% | 0.1% | 8.5% | -14.0% | 6.1%
O=C(/C=C/c1ccccc1)c1ccc2ccccc2c1 | / | 21.4% | / | 0.1% | /
CCOCCCNC(=S)Nc1ccc2nc(N3CCCC3)cc(C)c2c1 | -8.8% | 0.7% | 74.3% | 2.2% | -2.0%
Cc1sc(N2C(=O)C3C(C2=O)[C@H]2C=C[C@@H]3C2)c(C#N)c1C (stereo not given in full) | -3.9% | 1.2% | -1.4% | 0.8% | 4.5%
COCCN(C(=O)COc1ccccc1)c1nnc(-c2cccnc2)s1 | 5.2% | 1.1% | 4.9% | 17.4% | 5.5%
COc1cccc(CNC(=O)C2CCN(C(=O)N3CC(C)Oc4ccccc43)CC2)c1 (stereo not given) | -0.7% | 1.4% | 6.4% | 14.4% | -4.3%
CCc1noc(C)c1C(=O)N1CCCSC1=Nc1ccccc1 | 3.4% | i | 1.4% | 6.6% | -8.6%
CN1CCN(c2ccc(S(=O)(=O)N3CCCCC3)cc2NC(=O)COc2ccc([N+](=O)[O-])cc2)CC1 | 6.0% | 1.5% | 3.6% | 1.8% | -5.2%
Cc1ccn2c(C(=O)N/N=C/c3ccc(CNC(=O)C(=O)Nc4ccc(C)c(C)c4)o3)c(C)nc2c1 | -1.6% | / | -33.6% | / | 4.4%
O=[P+](Cc1ccccc1)Cc1ccccc1 | 5.6% | 1.1% | -0.5% | 5.6% | 1.6%
Cc1ccc(S(=O)(=O)NCCNc2ccccc2[N+](=O)[O-])cc1 | -3.9% | 0.6% | 35.1% | -8.8% | -4.9%
CCCCn1c(SCC(=O)Nc2cc(C)on2)nc2ccccc2c1=O | -6.5% | 2.4% | -15.6% | -3.4% | 0.9%
O/N=C(\C[n+]1ccccc1)c1ccc(Br)cc1 | 3.7% | 2.3% | -8.6% | 0.0% | -0.6%

High-throughput results as filed in PubChem BioAssay.
